Assay outcomes (PubChem)
TRAIL sens C8 – viability loss with TRAIL in NB7+C8 cells, primary screen, TRAIL sensitizer project, cell-based, ATPlite luminescence. inhibition (viability loss, TRAIL sensitization), % at 10 µM. AID 624354, 2012. 1% of 360,000 active;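 active means compounds causing at least 50% loss of cell viability in the single-dose screen, relative to plate controls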
TWEAK-Fn14 inh – inhibitors of TWEAK-Fn14 signaling, primary screen, luciferase reporter cells, uHTS. TWEAK-stimulated Fn14 reporter cells, luciferase luminescence, 8 h. inhibition, % at 10 µM. 2% of 360,000 active; in the data active means inhibition above about 50%
NR5A2 inv ag – LRH-1 (NR5A2) inverse agonists, primary screen, cell-based, luminescence, HEK293T, StAR-luciferase reporter. AID 602396, 2012. inhibition, % at 3.6 µM. 0.13% of 360,000 active. LRH-1 transfected, 24 h;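 active means inhibition above the mean inhibition of all tested compounds plus 3 SD, cut at about 73% in these data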;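 further: 0% = DMSO wells and 100% = reporter-only cells lacking LRH-1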
Target sequence (O00482 whole entry, looked up): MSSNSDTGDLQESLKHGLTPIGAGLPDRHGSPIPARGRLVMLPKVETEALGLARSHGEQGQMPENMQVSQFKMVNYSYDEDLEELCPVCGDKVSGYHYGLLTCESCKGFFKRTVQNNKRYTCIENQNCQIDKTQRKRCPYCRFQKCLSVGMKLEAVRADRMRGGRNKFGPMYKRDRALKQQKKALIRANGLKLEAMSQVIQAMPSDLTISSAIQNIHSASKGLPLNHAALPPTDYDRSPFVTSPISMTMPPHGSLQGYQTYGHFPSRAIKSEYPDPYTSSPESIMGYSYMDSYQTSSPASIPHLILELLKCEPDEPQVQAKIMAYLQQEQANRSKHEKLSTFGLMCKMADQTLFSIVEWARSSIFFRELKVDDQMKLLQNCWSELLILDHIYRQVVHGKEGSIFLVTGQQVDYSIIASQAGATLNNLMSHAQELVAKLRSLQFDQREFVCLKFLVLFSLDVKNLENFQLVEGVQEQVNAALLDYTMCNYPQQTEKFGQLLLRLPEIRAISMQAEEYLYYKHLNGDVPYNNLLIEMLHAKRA
NR2F2 inh – NR2F2 transcriptional activity inhibitors, primary screen, cell-based, luciferase reporter, HEK293T, luminescence. COUP transcription factor 2 (Homo sapiens), P24468. HEK293T NGFI-A luciferase reporter. inhibition, % at 8.6 µM. 0.7% of 370,000 active;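 active means inhibition above a per-plate cutoff, mean inhibition of test wells between control levels plus 3 SD, cut at about 38% in these data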;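 further: cells cotransfected with COUP-TFII expression vector driving the NGFI-A reporter; 0% = median of COUP-TF2 test wells and 100% = reporter-only cells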
Target sequence (P24468 whole entry, looked up): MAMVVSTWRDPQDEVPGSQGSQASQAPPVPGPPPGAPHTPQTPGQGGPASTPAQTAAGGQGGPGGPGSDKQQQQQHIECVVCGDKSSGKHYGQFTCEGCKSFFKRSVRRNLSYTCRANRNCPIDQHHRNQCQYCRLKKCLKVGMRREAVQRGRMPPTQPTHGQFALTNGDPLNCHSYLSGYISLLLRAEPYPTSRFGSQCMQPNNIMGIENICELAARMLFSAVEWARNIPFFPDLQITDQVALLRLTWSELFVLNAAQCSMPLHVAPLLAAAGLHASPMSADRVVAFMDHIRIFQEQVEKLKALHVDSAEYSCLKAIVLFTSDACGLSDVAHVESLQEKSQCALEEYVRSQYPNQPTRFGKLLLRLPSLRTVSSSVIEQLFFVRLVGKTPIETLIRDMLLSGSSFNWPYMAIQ
SRC3 inh – SRC3 coactivator transcriptional activity inhibitors, primary screen, cell-based, luminescence. 0.17% of 360,000 active. Nuclear receptor coactivator 3 (Homo sapiens), Q9Y6Q9. HEK293 GAL4-SRC3 luciferase reporter. AID 588352, 2011. inhibition, % at 3.6 µM;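 active means inhibition above a per-campaign cutoff, the mean of all compounds plus 3 SD, cut at about 60% in these data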;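 further: 0% = DMSO-treated cells and 100% = gossypol-treated cells at 36 µM; higher means less SRC3-driven luciferase light from the GAL4 reporter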
EBV LMP1 NFkB – EBV LMP1-driven NF-kappaB luciferase reporter inhibitors, primary screen, cell-based, luminescence, single point. LMP1-induced NF-kappaB luciferase reporter cells. inhibition, % at 12.5 µM. AID 504558, 2011. 0.69% of 350,000 active; in the data active means inhibition above about 41%;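 further: 0% = neutral control wells and 100% = reference inhibitor control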
SRC1 inh – SRC1 coactivator transcriptional activity inhibitors, primary screen, cell-based, luminescence | 0.12% of 360,000 active | Nuclear receptor coactivator 1 (Homo sapiens), Q15788 | inhibition, % at 3.6 µM | HEK293 GAL4-SRC1 luciferase reporter;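 active means inhibition above the campaign mean plus 3 SD, with each screening campaign given its own cutoff, cut at about 60% in these data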;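 further: 0% = DMSO treated cells and 100% = gossypol at 36 µM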
KKLEB tox – cytotoxicity in KKLEB CF airway cells, primary screen, cytotoxicity control for CF NF-kB inhibitor project, cell-based, uHTS, fluorescence assay plates | 0.36% of 360,000 active | activity change (cytotoxicity), % at 5 µM | KKLEB CF airway cells viability, ATPlite luminescence, overnight; hits give low values; cells stimulated with P. aeruginosa culture filtrate | AID 602141, 2011;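 active means corrected activity change at or below -50% at 5 µM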
CF NFkB inh – inhibitors of PAF-induced NF-kB signaling, primary screen, cell-based, GFP fluorescence, uHTS; 0.86% of 360,000 active; AID 588850, 2011; KKLEB NF-kB-GFP reporter, GFP fluorescence overnight; inhibition, % at 5 µM;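 active means at least 50% inhibition at 5 µM, scaled per plate between neutral and stimulator controls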;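 further: PAF is a Pseudomonas aeruginosa culture filtrate used as stimulus; plate controls were PAF-stimulated DMSO wells for no effect and unstimulated DMSO wells for full effect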
TROY signal inh – inhibitors of TROY-driven NF-kB signaling, primary screen, Q293 LMP1-TROYcd cells, NF-kB luciferase, uHTS; Q293 LMP1-TROYcd NF-kB luciferase reporter, 4 h; inhibition, % at 10 µM; 0.98% of 360,000 active;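 active means compounds whose plate-normalised and pattern-corrected inhibition of the luciferase reporter signal at the single screening dose is 50% or more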
SRC2 inh – inhibition of GAL4-SRC2 driven luciferase reporter, primary screen, SRC2 inhibitor project, cell-based, luminescence; Nuclear receptor coactivator 2 (Homo sapiens), Q15596; HEK293 GAL4-SRC2 luciferase reporter; inhibition, % at 9 µM; 0.17% of 370,000 active; AID 651957, 2012;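 active means inhibition above the mean inhibition of all tested compounds plus 3 SD, set per campaign, cut at about 52% in these data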;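 further: 0% = DMSO treated cells and 100% = cells given Gossypol at 36 µM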
* hit, by the source's call; nt = not tested or not shown.

[1] CCOC(=O)/C=c1\s/c(=C(\C#N)C(=O)NC)n(-c2ccccc2)c1=O
[2] O=C(CSc1nnc(-c2ccco2)n1Cc1ccccc1)c1ccc(F)cc1
[3] CCOc1cc(-c2c(C#N)c(N)nc3c2CCc2ccccc2-3)ccc1O
[4] CCCN(C(=O)c1ccc(S(=O)(=O)N2CCCC2)cc1)C1CCS(=O)(=O)C1 (stereo unspecified)
[5] CC(C)[C@H](COC=O)NC(=O)[C@H]1O[C@@H](n2ccc(N)nc2=O)[C@H](O)[C@@H]1O
[6] CCOC(=O)c1c(O)cc(C)[nH]c1=O
[7] S=c1[nH]nc(COc2ccccc2)n1/N=C/C=C/c1ccco1
[8] O=C(Nc1nc2c(Cl)ccc(Cl)c2s1)C1CC1

assay / compound	1	2	3	4	5	6	7	8
TRAIL sens C8	0	-1	-8	2	-9	4	-5	-6
TWEAK-Fn14 inh	-8	-18	75*	10	10	-9	-2	40
NR5A2 inv ag	20	7	14	3	1	13	7	15
NR2F2 inh	2	0	-66	4	1	-9	10	-8
SRC3 inh	4	2	1	28	-9	14	-9	2
EBV LMP1 NFkB	2	-21	7	1	nt	-2	nt	-15
SRC1 inh	13	-15	-19	-33	1	12	-14	-24
KKLEB tox	-14	16	-8	5	6	-3	8	-8
CF NFkB inh	0	-14	-35	-14	9	-1	-3	-37
TROY signal inh	14	-54	14	-22	-12	-9	3	-3
SRC2 inh	1	-22	-49	7	-20	-12	1	-4

[9] CC(=O)N1CCOc2ccc(S(=O)(=O)N3CCN(c4cc(C)ccc4C)CC3)cc21
[10] CCn1c(CC(=O)Nc2ccccc2C)nnc1SCC(=O)Nc1nncs1
[11] CN(C)c1ccc(C(CNS(=O)(=O)c2cccc([N+](=O)[O-])c2)N2CCOCC2)cc1 (stereo unspecified)
[12] Oc1ccc(/C=N/NC(=S)NC2CC3CCC2C3)cc1 (stereo unspecified)
[13] O=C(c1ccc(F)cc1)N(Cc1ccccc1)C1CCS(=O)(=O)C1 (stereo unspecified)
[14] O=C1CCCC2=C1C(c1ccco1)Nc1ccc3ccccc3c12 (stereo unspecified)
[15] CC1(C(=O)Nc2cccc3cccnc23)CCN1Cc1csc2ccccc12 (stereo unspecified)
[16] OCCCN1CCN(CCCOc2ccccc2-c2ccccc2)CC1

assay / compound	9	10	11	12	13	14	15	16
TRAIL sens C8	-24	-22	-3	23	13	-1	8	7
TWEAK-Fn14 inh	-6	24	-3	-6	20	-16	-9	0
NR5A2 inv ag	13	14	3	-145	13	-14	-32	8
NR2F2 inh	0	-4	-20	-54	-7	-14	2	2
SRC3 inh	12	-1	3	-43	32	-21	-13	6
EBV LMP1 NFkB	-6	4	-3	-15	4	-2	nt	-17
SRC1 inh	4	-4	-14	-75	-18	-48	-19	2
KKLEB tox	7	0	-18	-10	-2	8	-10	-12
CF NFkB inh	3	2	31	16	-2	4	30	3
TROY signal inh	4	-19	11	-77	10	-34	4	17
SRC2 inh	4	5	13	-27	13	-8	-12	9

Entries of single compounds from above. Values in the order: TRAIL sens C8	TWEAK-Fn14 inh	NR5A2 inv ag	NR2F2 inh	SRC3 inh	EBV LMP1 NFkB	SRC1 inh	KKLEB tox	CF NFkB inh	TROY signal inh	SRC2 inh
CC1(C(=O)Nc2cccc3cccnc23)CCN1Cc1csc2ccccc12 (stereo unspecified) is listed with 8	-9	-32	2	-13	nt	-19	-10	30	4	-12
CN(C)c1ccc(C(CNS(=O)(=O)c2cccc([N+](=O)[O-])c2)N2CCOCC2)cc1 (stereo unspecified) is listed with -3	-3	3	-20	3	-3	-14	-18	31	11	13
OCCCN1CCN(CCCOc2ccccc2-c2ccccc2)CC1 is listed with 7	0	8	2	6	-17	2	-12	3	17	9

The results go on:
[17] O=S(=O)(Nc1cc(C(F)(F)F)ccc1N1CCOCC1)c1ccccc1
[18] c1ccc(OCc2nnnn2-c2ccccc2)cc1
[19] O=C(NC1CCc2ccccc21)c1cc(COc2ccc(F)cc2Cl)on1 (stereo unspecified)
[20] Cc1noc(C)c1C(=O)Nc1ccc(-c2nnc3n2CCCCC3)cc1
[21] COc1ccccc1-c1ccc(Nc2ccc(C(=O)N3CCOCC3)cc2)nn1
[22] C/C(=N\NC(=O)c1cc(C)oc1C)c1ccc2c(c1)OCO2
[23] CCOC(=O)NC(NCCc1ccccc1)(C(F)(F)F)C(F)(F)F
[24] Cc1cccc(NC(=O)CCN2CCC(C(N)=O)CC2)c1

assay / compound	17	18	19	20	21	22	23	24
TRAIL sens C8	-4	-4	7	-7	3	-3	-10	-6
TWEAK-Fn14 inh	-9	-3	-10	-12	7	-9	8	-18
NR5A2 inv ag	6	23	-6	-6	-4	-9	-7	-9
NR2F2 inh	0	-3	9	1	-7	4	3	15
SRC3 inh	17	6	-6	1	-16	-8	0	-1
EBV LMP1 NFkB	-4	3	3	32	22	-1	-6	5
SRC1 inh	3	6	11	0	-9	-14	-2	1
KKLEB tox	2	0	-11	6	25	11	16	4
CF NFkB inh	8	-2	14	4	-2	-9	-10	-7
TROY signal inh	6	-20	-4	0	-7	-7	-8	-8
SRC2 inh	8	10	21	9	-18	3	7	14

[25] N#Cc1ccccc1OCCCN1CCC(C(O)(c2ccccc2)c2ccccc2)CC1
[26] Cc1cc(OCC(=O)N2CCN(c3cccc(Cl)c3)CC2)c2c(C)c(C)c(=O)oc2c1
[27] CC[C@H]1OC(=O)[C@H](C)[C@@H](O[C@H]2C[C@@](C)(OC)[C@@H](O)[C@H](C)O2)[C@H](C)[C@@H](O[C@@H]2O[C@H](C)C[C@H](N(C)C)[C@H]2O)[C@](C)(O)C[C@@H](C)C(=O)[C@H](C)[C@@H](O)[C@]1(C)O
[28] COc1ccc(F)cc1-c1cc(C(=O)NCc2ccc(F)cc2)[nH]n1
[29] O=C(Nc1ccc(Br)cc1)c1ccccc1CC[N+](=O)[O-]
[30] O=C(Nc1nccs1)c1cc(S(=O)(=O)N2CCCCC2)ccc1Cl
[31] CC(NC(=O)Nc1ccc(Cl)cc1)C(c1cccs1)N1CCOCC1 (stereo unspecified)
[32] O=C(COc1coc(CN2CCN(c3ccccc3F)CC2)cc1=O)NC1CCCC1

assay / compound	25	26	27	28	29	30	31	32
TRAIL sens C8	-6	28	0	-20	13	-22	-11	26
TWEAK-Fn14 inh	-5	-46	-21	-8	-3	2	8	6
NR5A2 inv ag	-26	12	8	-19	0	-7	-11	-6
NR2F2 inh	6	-7	2	10	1	1	-6	-1
SRC3 inh	nt	1	6	-6	10	8	-24	9
EBV LMP1 NFkB	nt	19	-4	nt	-11	0	-4	-5
SRC1 inh	nt	-19	-22	1	5	4	-5	-1
KKLEB tox	nt	-30	0	17	1	1	-14	-2
CF NFkB inh	nt	9	13	-11	-5	14	-1	5
TROY signal inh	-2	5	-4	10	-22	3	-6	-14
SRC2 inh	1	-17	-25	11	-23	-19	10	4

[33] COc1ccccc1NC(=O)COC(=O)c1ccc(S(=O)(=O)N2CCCCCC2)cc1
[34] O=C(Nc1nc2ccc(Cl)cc2s1)c1ccc(Br)o1
[35] COc1cccc2sc(NN)nc12
[36] O=C(c1ccccc1F)N1CCN(Cc2cccc(Cl)c2)CC1
[37] CC(C)CCN1CC(=O)N2[C@@H](Cc3c([nH]c4ccccc34)C2(C)C)C1=O
[38] COc1ccccc1N(C)S(=O)(=O)c1ccc(C(=O)NCC(c2ccco2)N2CCCCC2)cc1 (stereo unspecified)
[39] COc1cc(SC)ccc1C(=O)Nc1ccc(OCC(=O)N2CCOCC2)cc1
[40] Cc1cc(=O)[nH]c(N/N=C/c2ccc3c(c2)OCCO3)n1

assay / compound	33	34	35	36	37	38	39	40
TRAIL sens C8	-5	30	6	-25	20	8	86*	42
TWEAK-Fn14 inh	5	44	9	-5	0	2	-19	-20
NR5A2 inv ag	11	-93	-11	2	-3	11	-98	-20
NR2F2 inh	-12	-20	4	7	13	4	-66	-24
SRC3 inh	7	-101	-44	5	-3	-1	-116	-32
EBV LMP1 NFkB	0	-9	-6	19	2	-8	24	9
SRC1 inh	-21	-67	-31	4	-9	9	-79	-36
KKLEB tox	-5	6	12	3	-5	-16	-41	8
CF NFkB inh	-12	12	1	31	14	9	-9	-6
TROY signal inh	-13	nt	-3	5	-7	-7	-59	-25
SRC2 inh	-28	-49	-33	-15	12	14	-45	-19

Three of the entries above in order of their number in SRC1 inh, highest first:
| item | SMILES | SRC1 inh |
| --- | --- | --- |
| 36 | O=C(c1ccccc1F)N1CCN(Cc2cccc(Cl)c2)CC1 | 4 |
| 33 | COc1ccccc1NC(=O)COC(=O)c1ccc(S(=O)(=O)N2CCCCCC2)cc1 | -21 |
| 40 | Cc1cc(=O)[nH]c(N/N=C/c2ccc3c(c2)OCCO3)n1 | -36 |

Additional structures follow.
[41] CCOC(=O)Cc1c(Cl)c2ccccc2[nH]c1=O
[42] CCc1ccc(N2CC(C(=O)NCC(C)(C)N3CCOCC3)CC2=O)cc1 (stereo unspecified)
[43] CCCCN1C(=O)CCC(C(=O)O)C1c1ccc(OC)cc1 (stereo unspecified)
[44] COC(=O)Cc1cc(=O)[nH]c(/N=C(\N)Nc2ccc(C)cc2C)n1
[45] O=C(Nc1ccccc1)c1ccc[nH]1
[46] O=C(O)c1cccc(S(=O)(=O)Nc2ccccc2Oc2ccccc2)c1
[47] O=C(COC(=O)CCS(=O)(=O)c1ccccc1)NNC(=O)c1ccc([N+](=O)[O-])cc1
[48] CC#CCN1c2ccccc2[C@]23C[C@@H](C(=O)OC)N(C(=O)OCC)C2=NC(C(=O)OC)=C(C(=O)OC)[C@H]13
[49] O=S(=O)(c1ccccc1)N1CCc2ccccc21
[50] Cc1cccc(C(C)n2nnc3ccccc32)c1O (stereo unspecified)

assay / compound	41	42	43	44	45	46	47	48	49	50
TRAIL sens C8	-2	-5	2	-18	-1	-1	7	-8	3	-21
TWEAK-Fn14 inh	2	5	30	-7	-3	9	10	8	20	13
NR5A2 inv ag	5	8	-3	-13	-14	11	20	13	2	7
NR2F2 inh	-23	-5	-11	3	17	-8	4	15	9	17
SRC3 inh	-5	0	23	13	4	-12	-8	-8	-4	-14
EBV LMP1 NFkB	1	1	-3	-7	-1	-4	8	6	-7	3
SRC1 inh	-9	-14	21	1	-18	2	-19	-8	-6	4
KKLEB tox	0	2	2	4	-12	5	1	4	-8	-1
CF NFkB inh	-7	4	-32	10	10	-8	13	-14	2	-12
TROY signal inh	-2	-3	-19	-9	-7	-10	2	-2	1	8
SRC2 inh	-19	21	14	4	-8	8	16	20	-6	-18
